OX1R antag-1: blocks the human orexin 1 receptor. O43613. OX1R-expressing cells, FRET antagonist read-out. inhibition, % at 6.6 µM. 330,000 tested, 1.8% active. AID 485270; in the data active = inhibition mostly above about 38%, no sharp cut-off; inactive = mostly below about 40%;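 also: 0% = agonist challenge alone and 100% = reference antagonist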
Target sequence (O43613 whole entry, looked up): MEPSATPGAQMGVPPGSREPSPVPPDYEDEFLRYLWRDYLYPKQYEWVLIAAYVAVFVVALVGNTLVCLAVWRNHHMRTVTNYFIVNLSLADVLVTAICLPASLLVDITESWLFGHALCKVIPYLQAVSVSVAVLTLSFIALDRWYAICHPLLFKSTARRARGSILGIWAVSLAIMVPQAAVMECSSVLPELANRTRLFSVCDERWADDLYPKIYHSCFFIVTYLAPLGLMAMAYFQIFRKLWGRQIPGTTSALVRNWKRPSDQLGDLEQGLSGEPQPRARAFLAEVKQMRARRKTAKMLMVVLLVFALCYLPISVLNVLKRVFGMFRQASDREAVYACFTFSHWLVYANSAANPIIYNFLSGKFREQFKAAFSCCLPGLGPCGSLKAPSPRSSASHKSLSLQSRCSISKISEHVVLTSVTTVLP
OX1R antag-2: blocks the human orexin 1 receptor; O43613; AID 434989; 330,000 tested, 0.43% active; CHO/OX1R cells, Fluo-8 calcium fluorescence, orexin A; inhibition, % at 5 µM;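 active = inhibition above its plate's threshold, mean inhibition of all tested compounds on the plate plus 3 SD, cut at about 37% in these data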;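 also: 0% = orexin A challenge wells and 100% = SB-334867-A antagonist wells; not every result past the cut was called active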
CHT allo act: allosterically activates the human high affinity choline transporter; CHT-expressing cells, membrane potential dye, choline EC20; hits give high values; LV-AA mutant CHT in HEK293 cells; Q9GZV3; B-score at 10 µM; 310,000 tested, 0.49% active;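 active = initial fluorescence not abnormally high and integrated response B-score, plate-corrected, over 3 SD above library mean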
Target sequence (Q9GZV3 whole entry, looked up): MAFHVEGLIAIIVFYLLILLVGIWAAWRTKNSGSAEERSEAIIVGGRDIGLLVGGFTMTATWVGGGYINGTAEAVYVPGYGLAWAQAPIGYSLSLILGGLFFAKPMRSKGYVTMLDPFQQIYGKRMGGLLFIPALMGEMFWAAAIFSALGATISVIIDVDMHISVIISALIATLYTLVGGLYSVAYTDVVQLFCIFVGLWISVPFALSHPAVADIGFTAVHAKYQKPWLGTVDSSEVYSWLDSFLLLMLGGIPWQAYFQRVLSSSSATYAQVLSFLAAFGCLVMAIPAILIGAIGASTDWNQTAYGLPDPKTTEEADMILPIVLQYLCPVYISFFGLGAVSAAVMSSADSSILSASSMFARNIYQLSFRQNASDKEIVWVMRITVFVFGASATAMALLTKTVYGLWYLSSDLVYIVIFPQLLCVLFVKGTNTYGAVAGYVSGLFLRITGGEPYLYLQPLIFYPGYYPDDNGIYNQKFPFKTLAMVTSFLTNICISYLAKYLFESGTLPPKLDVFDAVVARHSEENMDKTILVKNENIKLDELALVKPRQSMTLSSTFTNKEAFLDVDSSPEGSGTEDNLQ
The depositor's hits bear a star; i = inactive; x = no result given; & = joins results of further samples.

SMILES | OX1R antag-1 | OX1R antag-2 | CHT allo act
CCOc1ccc(NC(=O)C(c2ccccn2)N(C(=O)CCl)c2ccc(OC)cc2)cc1 (centres undefined) | 25 | -8 | i
CN(C)S(=O)(=O)c1ccc(NC(=O)CSc2nnc(-c3ccco3)o2)cc1 | 6 | -5 | x
CC(C)N(CCO)C(=O)CCc1nnc(CCCc2ccccc2)o1 | 10 | -14 | i
Cc1ccnc2nc(C(=O)Nc3ccc(S(=O)(=O)N4CCCC4)cc3)nn12 | 9 | -11 | 9.9*
COc1cccc(-c2sc3ccccc3c2-c2ccc(OCCN3CCCC3)cc2)c1 | 5 | 41 | x
CC1=C(C(=O)OCc2ccccc2)C(c2cccnc2)n2ncnc2N1 (centres undefined) | 5 | -7 | i
CC(C)C(NC(=O)C1CCCCC1)C(=O)Nc1ccc2c(c1)OCCO2 (centres undefined) | 2 | -22 | i
Cn1c(=O)c2c(nc(SCC(=O)Nc3ccccc3N3CCCCC3)n2C)n(C)c1=O | 16 | -25 | i
COc1cc(OC)cc(-c2c(C#Cc3ccsc3)c3cc(-c4ccc(SC)cc4)ccc3n2C)c1 | 8 | -14 | x
COc1ccc(CCNC(=O)C(=O)NCC2OCCN2S(=O)(=O)c2ccc(Br)cc2)cc1 (centres undefined) | 16 | -9 | i
CCOC(=O)N1CCN(S(=O)(=O)c2c(C)nc3scc(C)n3c2=O)CC1 | 2 | -8 | i
CC(CN(C)Cc1ccccc1)OC(=O)C1COc2ccccc2O1 (centres undefined) | 13 | 10 | i
O=C(CSc1n[nH]c(-c2ccccc2Br)n1)NC(=O)NCc1ccco1 | 14 | -12 | i
Cc1c(Cc2ccccc2)c(=O)oc2c(C)c(OCc3nn[nH]n3)ccc12 | 6 | -5 | i
Cc1cccc(C(=O)Nc2ccc(NC(=O)CN3CCOCC3)cc2)c1 | 19 | -7 | i
CC(C)[C@H](N)C(=O)N1CCC(C(=O)N[C@@H](Cc2ccccc2)C(=O)NCc2ccc(F)cc2)CC1 | 5 | -6 | i
CS(=O)(=O)c1ccccc1-c1nnc(NC(=O)c2ccc3ncsc3c2)o1 | 10 | -20 | i
CCCCOc1ccc(C2C(=O)N(C3CCCCC3)CC(=O)N2CC2CCCO2)cc1 (centres undefined) | 6 | -21 | i
COc1cc(C(=O)Nc2cnc(NC(=O)C(C)C)cc2C)cc(OC)c1OC | 11 | -2 | i
COc1ccc(CCC(=O)Nc2nc3ccccc3[nH]2)cc1 | -1 | 21 | i
O=C1/C(=C\c2cccnc2)Sc2ccccc21 | 3 | -19 | i
Cc1ccc(OCC(=O)NC(=S)Nc2ccc(Br)cn2)cc1 | 8 | -24 | i
Cc1cc(Cl)c2oc(C(=O)N(C)C(C)c3ccccn3)c(C)c2c1 (centres undefined) | 31 | -17 | i
CC(=O)Nc1ccc(NC(=S)Nc2ccccc2)cc1 | 0 | 6 | i
Cc1nnc(SCC(=O)NCc2ccc3c(c2)OCO3)s1 | 7 | 1 | i

A different layout for part of the listing above.
| SMILES | OX1R antag-1 | OX1R antag-2 | CHT allo act |
| --- | --- | --- | --- |
| Cn1c(=O)c2c(nc(SCC(=O)Nc3ccccc3N3CCCCC3)n2C)n(C)c1=O | 16 | -25 | i |
| CC(C)C(NC(=O)C1CCCCC1)C(=O)Nc1ccc2c(c1)OCCO2 (centres undefined) | 2 | -22 | i |
| CCCCOc1ccc(C2C(=O)N(C3CCCCC3)CC(=O)N2CC2CCCO2)cc1 (centres undefined) | 6 | -21 | i |
| CC1=C(C(=O)OCc2ccccc2)C(c2cccnc2)n2ncnc2N1 (centres undefined) | 5 | -7 | i |
| CC(C)[C@H](N)C(=O)N1CCC(C(=O)N[C@@H](Cc2ccccc2)C(=O)NCc2ccc(F)cc2)CC1 | 5 | -6 | i |
| CC(=O)Nc1ccc(NC(=S)Nc2ccccc2)cc1 | 0 | 6 | i |
| O=C(CSc1n[nH]c(-c2ccccc2Br)n1)NC(=O)NCc1ccco1 | 14 | -12 | i |

Later entries.
SMILES | OX1R antag-1 | OX1R antag-2 | CHT allo act
Cn1c2ccccc2c2nnc(SCC(=O)Nc3ccccc3F)nc21 | 21 | -46 | i
COc1cc(/C=C2/C(=O)N(C)C(=S)N2C)ccc1OCc1cccc(F)c1 | 12 | -17 | i
O=C(CN(Cc1ccccc1F)C(=O)c1csnn1)NCc1ccc2c(c1)OCO2 | 40 | -19 | i
COc1ccc(C(=O)Nn2c(C)nc3ccccc3c2=O)cc1Br | -2 | -28 | i
CN(CCCN1CCCCC1)C(=O)CCc1nnc(C2CCCCC2)o1 | 23 | -7 | i
O=S(=O)(Nc1nnc(-c2ccccc2)s1)c1ccc(Cl)cc1 | 71 | -17 | i
CSc1nc(-c2ccccc2)nn1C(=O)c1ccc(C)cc1 | 18 | 1 | i
CCOC(=O)CCC(=O)NCc1ccc2[nH]c(C)cc2c1 | 19 | -6 | i
O=C1C2CCCN2C(c2cccs2)N1c1ccc(F)cc1 (centres undefined) | 10 | 4 | i
CC(NC(=O)COC(=O)C1CC2CCCC(C1)C2=O)c1ccccc1 (centres undefined) | 6 | -23 | x
COc1ccc(Cn2c(CCC(=O)Nc3ccccc3)nc3cccnc32)cc1 | 12 | -31 | i
CCOc1ccc(-n2c(Cc3cc(=O)[nH]c(=O)[nH]3)nnc2SC(C)C)cc1 | 11 | -4 | i
CN1C(=O)Cc2cc(S(=O)(=O)NCCc3ccc(Cl)cc3)ccc21 | 10 | -24 | i
COCCOC(=O)c1nccnc1C(=O)Nc1ccc(S(=O)(=O)N2CCOCC2)cc1 | 3 | -12 | i
Cc1ccc(-n2c(C)cc(/C=N/NC(=O)c3ccc(CN4CCOCC4)cc3)c2C)cc1 | 7 | -39 | i
COc1ccc(-c2cn(-c3ccccc3)c3[n+]2CCS3)cc1 | 26&20 | -18&-9 | i
N#C/C(=C/c1ccc(-c2ccc(S(N)(=O)=O)cc2)o1)c1nc2ccccc2s1 | 20 | 80* | i
COCCCN(Cc1ccco1)C(=O)CSc1nc2ncccc2[nH]1 | 3 | -21 | i
COCc1nc(-c2ccc(-c3ccc(OC)cc3)nc2OC)no1 | 19 | -34 | i
CCC(C)c1ccccc1NC(=O)Cc1coc2cc3c(cc12)CCC3 (centres undefined) | 15 | -28 | i
CCOC(=O)CSc1ccccn1 | 2 | -8 | i
Cc1ccccc1CNC(=O)C1CCC(=O)N(CC2CCCCC2)C1 (centres undefined) | 13 | -40 | i
O=C(CN1C(=O)c2ccccc2C1=O)N1CCN(c2ccccc2)CC1 | 37 | -4 | i
C(=N\n1cnnc1)/c1ccc(N2CCOCC2)s1 | 45 | -6 | i
Cn1c2[n+](c3ccc(Cl)cc3c1=O)Cc1ccccc1-2 | 11 | -29 | i

Continued.
SMILES | OX1R antag-1 | OX1R antag-2 | CHT allo act
O=C(/C=C/c1ccc([N+](=O)[O-])cc1)NCCc1ccccc1 | 40 | 8 | i
COC(=O)C1CCN(C(=O)COC(=O)CC(NC(C)=O)c2ccccc2)CC1 (centres undefined) | 17 | 0 | i
CCOC(=O)C1CCN(S(=O)(=O)c2ccc(Cl)cc2)CC1 | -1 | -14 | i
Cc1ccc(S(=O)(=O)c2nnn3c2nc(N2CCOCC2)c2ccccc23)cc1C | 18 | -24 | i
COc1ccc(C(=O)NNC(=O)c2ccc(F)c(S(=O)(=O)N3CCOCC3)c2)cc1 | 7 | -12 | x
O=C(COc1ccccc1)Nc1nnc(-c2ccccc2)o1 | 4 | -13 | i
CCN(CC)S(=O)(=O)c1cccc(-c2nnc(SC(C)C#N)n2Cc2ccccc2)c1 (centres undefined) | 23 | -18 | i
CC1(C)Oc2ccc(C(=O)N3CCc4ccccc43)cc2N(CC(=O)N2CCCC2)C1=O | 4 | -29 | i
Cc1nc2ccc(NC3=NCCCCC3)cc2s1 | 7 | -12 | i
O=C(CCn1c(=O)oc2ccccc21)Nc1ccc2c(c1)OCCO2 | -1 | -26 | i
Cc1ccc(C2C(=O)N(C3CCC(C)CC3)CC(=O)N2C2CC2)cc1 (centres undefined) | 11 | -22 | i
O=C(CSc1nnnn1-c1ccc2c(c1)OCCO2)N1CCN(C(=O)c2ccco2)CC1 | 4 | -25 | i
CN(CC(=O)O)S(=O)(=O)c1ccc(F)cc1 | 6 | -10 | i
CC[C@@]1(C(=O)OC)N[C@H](CN(C)C(=O)Nc2ccc(OC)cc2)[C@@H]2C(=O)N(C)C(=O)[C@@H]21 | 2 | -3 | x
CN(CC1CCCN(CCc2ccc(Cl)cc2)C1)C(=O)c1ccco1 (centres undefined) | 6 | -18 | i
Cc1cccc(NC(=S)N(CCN(C)C)Cc2cc3cc(C)cc(C)c3[nH]c2=O)c1 | 11 | -24 | i
CCOc1ccc(-n2c(SCc3ccc([N+](=O)[O-])cc3)nnc2-c2ccccc2)cc1 | 17 | -11 | i
CN(C1CCCCC1)S(=O)(=O)c1ccc2c(c1)c(=O)c(C(=O)NCCN1CCCC1)cn2C | 8 | 1 | i
Cc1c(C(=O)N2CCc3ccccc3C2)oc2ccccc12 | 24 | -28 | i
O=C(Nc1cccnc1)c1ccc([N+](=O)[O-])o1 | 79* | -1 | i
COc1ccc(C(=O)N2CCC3(CC2)NCCc2[nH]cnc23)cc1OC | 10 | -9 | i
COC(=O)c1ccc(Cn2cc(C(F)(F)F)ccc2=O)cc1 | 14 | -6 | i
CC(C)=NOc1nc(N(C)C)nc(N(C)C)n1 | 12 | 2 | i
O=C(COC(=O)/C=C/c1ccccc1)NCCc1ccc(F)cc1 | 21 | 31 | x
Cc1ccccc1C(=O)N(C)c1ccccc1C(=O)NCc1ccccc1 | 12 | -12 | i

A draw from above in order of SMILES length, rising:
SMILES | OX1R antag-1 | OX1R antag-2 | CHT allo act
CCOC(=O)C1CCN(S(=O)(=O)c2ccc(Cl)cc2)CC1 | -1 | -14 | i
CCC(C)c1ccccc1NC(=O)Cc1coc2cc3c(cc12)CCC3 (centres undefined) | 15 | -28 | i
CC(NC(=O)COC(=O)C1CC2CCCC(C1)C2=O)c1ccccc1 (centres undefined) | 6 | -23 | x
COc1cccc(-c2sc3ccccc3c2-c2ccc(OCCN3CCCC3)cc2)c1 | 5 | 41 | x
COc1cc(/C=C2/C(=O)N(C)C(=S)N2C)ccc1OCc1cccc(F)c1 | 12 | -17 | i
COc1cc(OC)cc(-c2c(C#Cc3ccsc3)c3cc(-c4ccc(SC)cc4)ccc3n2C)c1 | 8 | -14 | x

The results go on:
SMILES | OX1R antag-1 | OX1R antag-2 | CHT allo act
O=C(O)CS(=O)CC(=O)Nc1cccc(C(F)(F)F)c1 (centres undefined) | 10 | -29 | i
COc1cccc(/C=N/NC(=O)C[n+]2ccccc2)c1OC | 6 | -7 | i
CCOC(=O)c1c(C)oc2cc(Sc3ccccc3)c(O)c(O)c12 | 14 | -14 | i
COc1ccc(-c2nnc(SCc3cccc(C)c3)n2N)cc1 | 17 | -7 | i
O=C(CN1CCc2ccccc2C1)Nc1ccccc1N1CCCCCC1 | 11 | -43 | i
COc1ccc(S(=O)(=O)N2CCCCC2)cc1NC(=O)c1cnc(C)cn1 | 1 | 1 | x
CC1=NN(c2ccc(C)c(C)c2)C(=O)C1C(c1cccc(O)c1)C1C(=O)N(c2ccc(C)c(C)c2)N=C1C (centres undefined) | 36 | 18 | i
O=C(COC(=O)/C=C/c1ccccc1[N+](=O)[O-])Nc1ccc(OCc2ccccc2)cc1 | 8 | -4 | i
COc1nc(C)ccc1-c1noc(-c2ccncc2)n1 | 11 | -6 | i
Cc1cccc(N2CCN(CC(=O)NCc3ccccc3)CC2)c1C | 2 | -28 | i
O=C(CSc1ccc2c(c1)OCCO2)NCc1ccco1 | 17 | -18 | i
COc1ccc(-n2c(=O)c3ccccc3n(CC(=O)Nc3cccc(OC)c3)c2=O)cc1 | 14 | -11 | i
CC(C)[C@@H](NC(=O)C1CCN(C(=O)[C@@H]2CCCN2C(=O)OC(C)(C)C)CC1)C(=O)NCc1ccc(F)cc1 | 4 | -23 | i
COc1ccccc1NS(=O)(=O)N(C)C | 2 | -16 | i
Cc1cccc(NC(=S)NCc2ccc3c(c2)OCO3)c1C | 13 | -10 | i
CCOC(=O)c1c(C)[nH]c(C(=O)OCC(=O)N2CCc3ccccc32)c1C | 7 | -16 | i
CCOC(=O)C(C)Sc1nc(N)c(NC(=O)c2ccc(OC)c(OC)c2)c(=O)[nH]1 (centres undefined) | 14 | -11 | i
C=CCC[C@H](Cc1ccc(F)cc1)C(=O)OC[C@H](Cc1c[nH]c2ccccc12)NC(=O)[C@@H](CC=C)CC(=O)N[C@H](CO)Cc1ccccc1 | 10 | 53 | x
Nc1nonc1C(=O)NCCNCc1c(OCc2ccccc2F)ccc2ccccc12 | 14 | 2 | i
CCS(=O)(=O)CCSc1nc2ccccc2o1 | 28 | -5 | i
O=C1NC2(CCCCCC2)N=C1c1ccc(F)cc1 | 11 | -20 | i
COc1cc2c(=O)n(-c3ccc(C)cc3)c(=O)n(CC(=O)c3ccc4c(c3)OCO4)c2cc1OC | 1 | -22 | i
COCCn1c(SCC(=O)Nc2nnc(C)s2)nnc1-c1c[nH]c2ccccc12 | 5 | -5 | i
COc1ccc(C)cc1NC(=O)C1CC(=O)N(Cc2ccco2)C1 (centres undefined) | 21 | -3 | i
CCOc1ccc(C(=O)Nc2cc(C)on2)cc1 | 7 | 0 | i
Cc1cc(C(=O)COc2cccnc2[N+](=O)[O-])c(C)n1Cc1cccs1 | 22 | -5 | i
O=C(Nc1nc(-c2ccncc2)cs1)c1ccco1 | 20 | -7 | i
Cc1cccc(NC(=O)CNC(=O)COC(=O)c2ccc(C(C)(C)C)cc2)c1C | 15 | -13 | x
O=C(Oc1ccc2ccccc2c1)c1ccco1 | 13 | -16 | i
CN(C)S(=O)(=O)c1ccc(C(=O)N2CCN=C2SCc2ccccc2)cc1 | 26 | 1 | i
